Screening data deposited in PubChem BioAssay by several laboratories.
Dynein cargo inh: dynein cargo transport inhibition; 3617.4 mouse cells, GR-EGFP nuclear translocation imaging; test concentration mostly 20 µM; stimulated with dexamethasone, 1 µM; hits give low values; z-score, hits read low; hit rate 0.47% among 220,000;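 active = plate z-score of nuclear minus cytoplasmic receptor signal below a set negative limit, without overly bright fluorescence or cell loss, cut at about -3.5 in these data, passing the limit was not always enough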;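 also: z-score of nuclear minus cytoplasmic ring GR-EGFP intensity difference per well; some compounds called inactive have numbers as strong as hits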
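Buffer or medium: tet-free, stripped-serum medium; reagent: dexamethasone at 1.0 µM final, 30 min; incubation: 48 h induction, 1 h compound, 30 min dex at 37 °C; measured by: formaldehyde fixation, Hoechst nuclear stain, 10x automated fluorescence imaging; read-out: nuclear-to-cytoplasmic GR-EGFP distribution per well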
WT yeast gro inh: growth inhibition of WT yeast, mitochondrial fusion screen | mitochondrial fusion phenotypic screen, WT strain | inhibition, % at 10 µM | hit rate 2.1% among 190,000 | AID 1362; in the data active = inhibition above about 58%; tested in S. cerevisiae
PMI inhibition: MPI inhibition at elevated mannose 6-phosphate – biochemical, fluorescence intensity, high mannose 6-phosphate, primary screen (AID 1220); recombinant PMI enzyme, coupled fluorescence intensity; higher % means a stronger effect; inhibition, % at 20 µM; hits with a dose series show IC50 in µM; hit rate 0.66% among 190,000
b-catenin transl: alters nuclear translocation of beta-catenin in HeLa cells; AID 1665; nuclear translocation activity, % at 5 µM; hit rate 0.3% among 190,000; immunofluorescence imaging;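 active = nuclear translocation activity above 50% at 5 µM, with a well cell count of 50 or more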;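 also: per-cell ratio of nuclear to cytoplasmic median beta-catenin stain intensity; plate controls were DMSO negative control for no effect and GSK-3 inhibitor IX positive control for full effect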
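Test system: human HeLa cells, native beta-catenin. Compound dosing: 5 µM primary single dose, 0.1% DMSO, 0.02–20 µM confirmation series. Incubation: compound exposure 24 h at 37°C. Detection: beta-catenin immunostaining with DAPI counterstain, 20x imaging, 6 fields/well. Read-out basis: Nuclear/cytoplasmic beta-catenin signal ratio, % activation.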
Ins promoter up: MIN6 insulin promoter up-regulation; hit rate 0.3% among 190,000; MIN6 insulin promoter-GFP reporter, high-content imaging; hits give high values; z-score at 5 µM;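 active = z-score above 3 at 5 µM with at least 500 cells counted in the well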
Autophagy HCS: autophagy modulation, high-content screen | hit rate 0.98% among 190,000 | calls only at 10 µM (by protocol) | AID 463193 | MEF GFP-LC3 puncta imaging; test concentration mostly 10 µM;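 active = percentage of spot-positive cells more than 3 SD above its plate mean, without a fluorescence outlier flag or 80% toxicity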;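 also: spot-positive cell cutoff set from DMSO-treated cells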
human PMI inhibition: MPI enzyme activity inhibition – biochemical, fluorescence intensity, coupled assay, primary screen (AID 1209); one-dose inhibition, % at 20 µM; IC50 in µM for titrated hits; hit rate 0.42% among 190,000; purified PMI enzyme, coupled fluorescence intensity; higher % means a stronger effect;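 also: plate controls were DMSO vehicle for no effect and wells lacking substrate for full effect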
Yfh1-depleted yeast: enhancers of respiration in Yfh1-depleted yeast, dose response, Friedreich's ataxia, plus single-dose screen (AID 1465). S. cerevisiae Yfh1-off respiration, WST-1 reduction, 72 h; higher fold induction means a stronger effect. fold induction at 50 µM, or EC50 in µM where a hit was titrated. hit rate 0.074% among 220,000;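 active = fold induction of absorbance versus untreated yeast above a set limit, then at least 30% activation at any dose in follow-up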;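 also: activators that raise dye reduction in frataxin-depleted yeast; strong numbers were not always called active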
MT stabilizer: microtubule stabilization, imaging screen; HeLa tubulin immunostaining HCS, 24 h; share of cells brighter than vehicle mean+2SD; % tubulin-high responders, % at 10 µM; hit rate 0.83% among 200,000;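 active = plate Z-score above 3 for both tubulin-high and condensed-nucleus cell shares, with cell loss under 80%, at 10 µM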;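 also: anti alpha tubulin signal scored within the nucleus-defined area of each cell; some results filed as inactive read as strong as hits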
WT yeast gro inh mutant strain: recorded beside WT yeast gro inh, whose call it bears; inhibition, %; mitochondrial fusion phenotypic screen, mutant strain inhibition
Dynein cargo inh cytoplasmic EGFP: also measured in Dynein cargo inh; calls as there; z-score; measured here: cytoplasmic GR-EGFP intensity; hits give high values
Dynein cargo inh nuclear GR-EGFP: also measured in Dynein cargo inh; calls as there; z-score; measured here: nuclear GR-EGFP intensity;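 lower value marks the stronger effect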
Dynein cargo inh cell count: further read-out of Dynein cargo inh, marked with its call; z-score; measured here: cell count per field
Ins promoter up cell count: further read-out of Ins promoter up, marked with its call; cell count; measured here: cytotoxicity, nuclei count;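 total cells summed across four imaged fields per well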
b-catenin transl cell count 5 µM: recorded beside b-catenin transl, whose call it bears; cell count; measured here: cell count, cytotoxicity flag
MT stabilizer Hoechst-high %: also measured in MT stabilizer; calls as there; % Hoechst-high responders; measured here: nuclear condensation Hoechst responders;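 share of cells brighter than vehicle mean plus two SD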
MT stabilizer cytotoxicity %: further read-out of MT stabilizer, marked with its call; toxicity, %; measured here: cytotoxicity by cell density;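 0% = mean cell density of plate MIN control wells and 100% = no cells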
Autophagy HCS cell loss 18 h: also measured in Autophagy HCS; calls as there; toxicity, %; measured here: cell loss, nuclei count;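 cell loss after 18 h compound exposure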
An asterisk follows results filed as active; i = inactive; / = no result given. Rule as the data show it, unless noted: active = inhibition above about 50%; inactive = the rest.

nr	SMILES	Dynein cargo inh	Dynein cargo inh cytoplasmic EGFP	Dynein cargo inh nuclear GR-EGFP	Dynein cargo inh cell count	WT yeast gro inh	WT yeast gro inh mutant strain	PMI inhibition	b-catenin transl	b-catenin transl cell count 5 µM	Ins promoter up	Ins promoter up cell count	Autophagy HCS	Autophagy HCS cell loss 18 h	human PMI inhibition	Yfh1-depleted yeast	MT stabilizer	MT stabilizer Hoechst-high %	MT stabilizer cytotoxicity %
1	CN=CC1=C(O)C(C(=O)OC)C(C)(C)CC1=O (stereo unspecified)	0.054	-0.25	0.11	-0.66	-8	-12	-5%	0.3	1052	-0.13	1131	i	4	-8%	i	3.9	2.4	7.0
2	CC1(C)CC(=O)C(C2C3=C(CC(C)(C)CC3=O)Oc3ccccc32)C(=O)C1 (stereo unspecified)	-1.1	-0.17	0.18	0.54	/	/	/	0.1	1331	0.1	1093	/	/	/	i	/	/	/
3	CC(=O)Nc1c(C)ccc(CNC(=O)COc2ccc(F)cc2)c1C	0.16	-0.2	0.23	-0.072	9	11	3%	-2.6	1072	-0.29	1476	i	-36	-2%	i	1.6	1.6	3.6
4	Cc1c(Nc2cc(N3CCOCC3)c3nonc3c2[N+](=O)[O-])c(=O)n(-c2ccccc2)n1C	0.85	-0.32	1.2	-1.4	-1	1	27%	0.7	934	-0.16	1599	i	10	19%	i	2.5	2.2	4.1
5	O=C(O)CCN1C(=O)c2ccncc2C1=O	-0.32	-0.23	-0.052	0.087	-20	-19	-8%	-1.1	759	2	1348	i	-2	-6%	i	4.2	2.1	12
6	CC(=O)Nc1ccccc1-c1nc2ccccc2nc1OCC(=O)c1ccc(Cl)cc1	-0.077	-0.17	-0.15	-0.19	-2	6	2%	-0.4	1072	0.02	1487	i	4	6%	i	4.3	1.9	9.8
7	Cc1ccc(S(=O)(=O)Nc2ccc3c(c2)CCC3)cc1	-0.5	-0.26	-0.44	0.21	22	23	2%	-0.8	1036	0.59	1421	i	9	8%	i	4.5	2.5	4.9
8	O=C1CC(c2ccc(F)cc2)CC(O)=C1C=NCCN1CCN(C(=O)Nc2ccccc2)CC1 (stereo unspecified)	-0.46	-0.32	-0.13	-0.12	6	11	-11%	-1.0	1184	-0.26	674	i	-9	-9%	i	4.6	2.8	6.7
9	NC(=O)NCc1cccs1	1.1	0.0038	1	-1.6	4	-8	-7%	-3.7	1080	-0.78	1144	i	0	-8%	i	4.5	2.1	7.5
10	Cc1ccc2oc(=O)n(CCOc3ccccc3C)c2c1	0.25	0.64	0.18	-0.73	6	-5	16%	-0.6	1019	-0.06	1439	i	19	21%	i	1.4	1.4	4.2
11	COc1ccc(-n2cc(CN(C)CCO)c(-c3cccc(F)c3)n2)cc1	-0.78	-0.26	-0.51	0.79	2	-5	/	-2.8	1543	0.21	1709	i	17	/	i	2.0	1.7	7.0
12	Cc1cc(Nc2cccc(O)c2)c2ccccc2n1	-0.94	-0.36	-0.9	1.5	-3	-2	0%	1.6	1098	-0.05	1127	i	-12	-8%	i	2.0	1.6	4.3
13	CCCCN1C(=O)NC(NS(=O)(=O)c2ccc(N)cc2)(C(F)(F)F)C1=O (stereo unspecified)	1.8	-0.33	0.6	-0.93	-3	-12	-4%	/	/	-0.74	1013	i	1	-6%	i	1.5	1.0	10
14	Cc1ccc(CCSc2ccc(C(C)C)cc2)cn1	-0.9	-0.22	-0.25	-0.11	74*	70*	12%	-0.5	1083	0.25	1415	i	-3	19%	i	4.2	3.4	1.6
15	Cc1nn(-c2ccc(Cl)c(Cl)c2)c(=O)c2ccccc12	-0.29	-0.24	-0.0033	0.46	14	-1	-19%	-1.4	1360	0.13	1455	i	5	-11%	i	1.7	2.0	8.2
16	COc1cccc(N2CC(C(=O)NC3CCCCC3)CC2=O)c1 (stereo unspecified)	1	-0.24	0.56	0.44	2	-8	-1%	-11	1072	0.3	1283	i	-7	0%	i	2.0	1.6	8.6
17	Cc1nc(SCC(=O)N2CCOCC2)c2ccsc2n1	-0.67	0.26	-0.36	0.41	6	12	9%	-3.9	744	-0.04	1348	i	25	-4%	i	2.1	1.2	12
18	COc1ccc2c(C)nc(Nc3nc(-c4ccccc4)cc(=O)[nH]3)nc2c1	-0.2	-0.25	-0.094	0.3	/	/	/	4.1	1225	-1	859	/	/	/	i	/	/	/
19	CC(=O)c1c(C)oc2ccc(NS(=O)(=O)c3cccs3)cc12	1.1	-0.076	0.88	-0.054	-16	-15	14%	-0.9	1003	-0.1	1431	i	-17	11%	i	/	/	/
20	COc1cc(/C=C/c2cc(OC(C)=O)c3ccccc3n2)c(OC(C)=O)c([N+](=O)[O-])c1	0.04	0.19	-0.15	0.67	-3	-8	25%	/	/	-0.27	807	i	-8	24%	i	1.9	1.4	7.3
21	O=C(N=Nc1c(O)[nH]c2ccc(Br)cc12)c1ccccc1-n1cccc1	1.1	-0.23	0.85	-0.08	83*	43*	5%	154*	423*	-1.4	750	i	41	7%	/	10	9.7	54
22	COc1ccc(OC(=O)c2cccc([N+](=O)[O-])c2)c(C(=O)/C=C/c2cccs2)c1	-0.7	-0.33	-0.54	0.67	12	18	7%	/	/	-0.76	932	i	-3	12%	i	1.3	1.4	5.2
23	Cc1ccc(S(=O)(=O)NCCN2CCOCC2)cc1	0.31	-0.21	0.3	0.27	-6	-11	-9%	/	/	-0.19	939	i	-9	-5%	i	1.6	1.0	6.5
24	CC(C)C(c1nnnn1C(C)(C)C)N1CCOCC1 (stereo unspecified)	3.3	-0.22	2	-0.92	-1	8	7%	-1.6	1051	1.5	1892	i	-2	18%	i	4.2	1.3	5.9
25	COC(=O)c1cc(NC(=O)C2(S(=O)(=O)c3ccc(C)cc3)CC2)cc(C(=O)OC)c1	-0.007	-0.31	-0.34	0.45	-12	-7	-6%	-2.2	960	-0.16	1470	i	-3	3%	i	3.2	2.1	7.0
26	Cc1cc(C(=O)N2CCN(C(c3ccccc3)c3ccccc3)CC2)no1	0.071	-0.2	0.3	0.24	29	-10	20%	-2.7	1059	0.06	1846	i	1	20%	i	1.7	0.5	15
27	CCCC1CC(C)(C(=O)Cn2[nH]c(=O)ccc2=O)OC1=O (stereo unspecified)	0.35	-0.27	0.33	1.3	-6	-4	-2%	-1.0	1095	0.26	1280	i	2	3%	/	2.9	1.8	6.3
28	COc1ccc(C(=O)C2CCCN(Cc3ccc4nonc4c3)C2)cc1F (stereo unspecified)	-0.57	-0.27	-0.0051	1	19	26	4%	-1.4	1006	-0.33	1408	i	-16	7%	i	1.2	0.9	0.7
29	Cc1ccc2occ(/C=C/C(=O)O)c(=O)c2c1	-0.21	-0.18	-0.27	0.6	7	-2	8%	-0.8	1359	0.28	1443	i	5	4%	i	1.9	1.8	7.9
30	COc1cccc(NC(C)C(=O)N2CC(C)OC(C)C2)c1 (stereo unspecified)	0.81	-0.22	0.22	-0.11	0	-20	42%	-0.9	1453	0.11	1509	i	3	23%	i	1.8	1.2	6.0
31	Cc1ccccc1-n1ccnc1SCC(=O)O	-0.52	0.17	-0.083	-0.17	10	19	-6%	/	/	-0.67	815	i	-13	-9%	i	1.2	1.0	6.0
32	O=C(N/N=C1\CCCc2ccccc21)c1cccc([N+](=O)[O-])c1	-0.3	-0.35	0.024	0.81	4	-6	-6%	/	/	/	/	i	-11	0%	i	2.1	1.7	9.7
33	Cn1c(=O)c2c(nc(NCCc3ccccc3)n2Cc2ccc(F)cc2)n(C)c1=O	0.77	0.015	0.69	-1.4	8	2	6%	0.2	972	0.04	1414	i	9	15%	i	3.1	3.1	3.3
34	C/C(CC(=O)Nc1ccccn1)=N\NC(=O)c1ccccc1	0.62	-0.26	0.072	0.15	14	-1	-12%	-3.3	1102	0.14	1410	i	-8	-7%	i	2.6	1.6	4.6
35	COc1cc(S(=O)(=O)Nc2ccccc2)ccc1NC=O	-0.97	-0.13	-0.26	0.034	12	26	9%	3.8	1167	/	/	i	-15	9%	i	1.5	1.9	8.2
36	CN(CC(=O)Nc1ccc(N2CCOCC2)cc1)CC(=O)Nc1ccc(C(F)(F)F)cc1	0.36	-0.28	0.2	-0.28	-7	-2	6%	0.4	1033	/	/	i	-2	3%	i	2.2	3.1	5.1
37	O=c1[nH]c(CSc2ccccc2)nc2c1oc1ccccc12	-0.66	-0.23	-0.31	1.2	/	/	/	0.5	1295	0.03	1320	/	/	/	i	/	/	/
38	O=C(Cn1c(=O)oc2ccccc21)Nc1nc(-c2ccccc2)cs1	0.11	-0.22	-0.099	0.66	9	21	0%	-0.5	1124	1.2	1835	i	5	2%	i	4.1	1.1	0.6
39	CCc1nnc(NC(=O)C2CCN(c3nccc(C)n3)CC2)s1	-1.2	-0.22	-0.035	1.2	4	-1	1%	-1.4	1047	-0.4	1189	i	4	5%	i	2.4	1.6	12

3 of the entries above in order of their number in PMI inhibition, lowest first.
cpd | SMILES | Dynein cargo inh | Dynein cargo inh cytoplasmic EGFP | Dynein cargo inh nuclear GR-EGFP | Dynein cargo inh cell count | WT yeast gro inh mutant strain | PMI inhibition | human PMI inhibition | MT stabilizer Hoechst-high %
32 | O=C(N/N=C1\CCCc2ccccc21)c1cccc([N+](=O)[O-])c1 | -0.3 | -0.35 | 0.024 | 0.81 | -6 | -6% | 0% | 1.7
39 | CCc1nnc(NC(=O)C2CCN(c3nccc(C)n3)CC2)s1 | -1.2 | -0.22 | -0.035 | 1.2 | -1 | 1% | 5% | 1.6
36 | CN(CC(=O)Nc1ccc(N2CCOCC2)cc1)CC(=O)Nc1ccc(C(F)(F)F)cc1 | 0.36 | -0.28 | 0.2 | -0.28 | -2 | 6% | 3% | 3.1

Outcome played no part in choosing rows. Share with any hit: about 5%.
